# Screens deposited in PubChem BioAssay by National Center for Advancing Translational Sciences (NCATS).
# Anesthetic bind = binds horse apoferritin like a general anesthetic; apoferritin/1-aminoanthracene competitive binding, fluorescence; Potency, µM (titrated, usually from 77.5 µM), for the others: at the top dose activity change, negative = displacement, usual class: inhibitors; hit rate 0.074% among 350,000; AID 485281; also: potency is read from the fitted curve at half-maximal effect; % is scaled to controls: 0 for no effect and ±100 for the full control effect; nearly all actives have a fitted effect of over 20% in size
# Target sequence (P02791 2-175 limits assumed): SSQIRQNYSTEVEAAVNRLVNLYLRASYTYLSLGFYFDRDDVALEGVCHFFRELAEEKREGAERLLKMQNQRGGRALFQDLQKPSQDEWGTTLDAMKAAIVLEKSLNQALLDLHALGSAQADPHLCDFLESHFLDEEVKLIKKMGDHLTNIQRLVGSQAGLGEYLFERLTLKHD
#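 Steps: apoferritin (10 uM) was premixed with half-saturated 1-AMA in PBS, compounds were pin-transferred, plates stood 10 min at room temperature, fluorescence was read at 380/535 nm, and curves were fitted with a Hill equation.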
# TRHR ag = activates the human TRH receptor; activation, % at 2 µM; P34981; TRHR cells, calcium flux fluo-8, FDSS agonist mode; hit rate 0.18% among 360,000; in the data active = activation above about 30%; also: 0% is about no effect
# Target sequence (P34981 whole entry, looked up): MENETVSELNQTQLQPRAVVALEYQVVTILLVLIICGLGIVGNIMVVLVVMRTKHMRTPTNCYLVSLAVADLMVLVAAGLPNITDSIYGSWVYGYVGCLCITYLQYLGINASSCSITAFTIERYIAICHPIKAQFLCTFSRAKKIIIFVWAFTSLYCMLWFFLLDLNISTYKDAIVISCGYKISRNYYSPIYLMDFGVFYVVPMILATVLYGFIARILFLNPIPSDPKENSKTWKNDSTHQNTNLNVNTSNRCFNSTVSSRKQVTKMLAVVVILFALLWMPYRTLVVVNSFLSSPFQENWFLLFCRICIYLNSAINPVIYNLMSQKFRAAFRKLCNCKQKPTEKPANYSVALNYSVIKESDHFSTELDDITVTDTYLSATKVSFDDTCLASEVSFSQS
#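 TRHR-expressing cells, plated overnight in medium with 10% serum, were loaded with fluo-8 calcium dye at room temperature. After a 10 s baseline, library compound was pin-added and calcium release was recorded kinetically (ex 480/em 530) as agonist response.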
# APE1 inh = blocks human APE1 abasic DNA cleavage | AID 2517 | hit rate 0.35% among 350,000 | Potency, µM (series often up to 65.8 µM), without a hit: at the top dose activity change, negative = inhibition, most hits filed as inhibitors | P27695 | recombinant APE1, TAMRA/BHQ-2 abasic DNA cleavage fluorescence;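 also: potency is read from the fitted curve at half-maximal effect; plate controls were vehicle for no effect and reference inhibitor for full effect; nearly all actives have a fitted effect of over 55% in size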
#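 Quantitative HTS: incision of a TAMRA/BHQ-2 double-stranded substrate bearing a tetrahydrofuran abasic site by 0.75 nM APE1 raises fluorescence. Substrate 50 nM final, added after 15 min compound preincubation at room temperature; progress as third-minus-first kinetic read difference.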
# POLB inh = DNA polymerase beta (human) inhibition; P06746; Pol beta primer extension/strand displacement, fluorescence kinetic; Potency, µM (series often up to 114 µM), for the others: top-dose activity change, negative = inhibition, usual class: inhibitors; hit rate 1.3% among 340,000; AID 485314; also: potency is read from the fitted curve at half-maximal effect; % is scaled to controls: 0 for no effect and ±100 for the full control effect
#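 Pol beta (10 nM) was preincubated with compound for 15 min at room temperature. The reaction was then started with 50 nM substrate and read immediately and after a further 10 min at room temperature.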
# ALOX12 inh = blocks human arachidonate 12S-lipoxygenase | P18054 | purified 12hLO, xylenol orange hydroperoxide absorbance | Potency, µM (highest dose often 108 µM), without a hit: top-dose activity change, negative = inhibition, usual class: inhibitors | hit rate 1.1% among 580,000; also: potency is read from the fitted curve at half-maximal effect; % is scaled to controls: 0 for no effect and ±100 for the full control effect
#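 Purified human 12hLO at 150 nM in 25 mM Hepes, 0.01% Triton X-100, pH 7.0, preincubated 15 min at room temperature with compound. Reaction started with 40 uM arachidonic acid, 30 min at room temperature. Hydroperoxide measured by Fe-xylenol orange, 573/405 nm absorbance ratio.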
# Pol kappa inh = DNA polymerase kappa (human) inhibition | purified Pol kappa, fluorescent DNA synthesis assay, 10 min | Potency, µM (doses to about 107 µM), inactives show at the highest dose activity, negative = inhibition, usual class: inhibitors | hit rate 0.53% among 400,000 | AID 588579; also: potency is read from the fitted curve at half-maximal effect; % is scaled to controls: 0 for no effect and ±100 for the full control effect
#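 Readout: fluorescence, taken kinetically at 0 and 10 min. Conditions: 10 nM Pol kappa, 15 min RT compound preincubation, 50 nM substrate final. Controls: enzyme-free buffer wells.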
# Pol iota inh = DNA polymerase iota (human) inhibition; Pol iota fluorescent replication assay, 10 min; Potency, µM (titrated, usually from 115 µM), without a hit: at the top dose activity, negative = inhibition, hits mostly inhibitors; hit rate 1% among 390,000; also: potency is read from the fitted curve at half-maximal effect
#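 Pol iota at 10 nM preincubated 15 min with compounds at room temperature; reaction started with fluorescent substrate, 50 nM final. Fluorescence read kinetically at 0 and 10 min; buffer-only wells as negative control.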
# ERG Ets-DNA blk = ERG Ets/DNA interaction inhibition | Potency, µM (titrated, usually from 76.9 µM), inactives show at the highest dose FP activity, negative = inhibition, actives largely listed as inhibitors | P11308 | fluorescence polarization, His-ERG Ets domain / labelled DNA | AID 624246 | hit rate 0.028% among 370,000; active = well fitted inhibition curve with a large enough effect in the polarisation, with a control signal flat; inconclusive = small, poorly fitted or top-dose-only effect, or effect the other way, or a change in a side signal; inactive = no such curve, though single readings can be large or run the other way; the % refers to the polarisation;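 also: polarization taken with two DNA probes labelled with fluorescein and Texas red; potency is read from the fitted curve at half-maximal effect; % of control where 0% means no effect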
# Target sequence (P11308 whole entry, looked up, the tested form may be a part): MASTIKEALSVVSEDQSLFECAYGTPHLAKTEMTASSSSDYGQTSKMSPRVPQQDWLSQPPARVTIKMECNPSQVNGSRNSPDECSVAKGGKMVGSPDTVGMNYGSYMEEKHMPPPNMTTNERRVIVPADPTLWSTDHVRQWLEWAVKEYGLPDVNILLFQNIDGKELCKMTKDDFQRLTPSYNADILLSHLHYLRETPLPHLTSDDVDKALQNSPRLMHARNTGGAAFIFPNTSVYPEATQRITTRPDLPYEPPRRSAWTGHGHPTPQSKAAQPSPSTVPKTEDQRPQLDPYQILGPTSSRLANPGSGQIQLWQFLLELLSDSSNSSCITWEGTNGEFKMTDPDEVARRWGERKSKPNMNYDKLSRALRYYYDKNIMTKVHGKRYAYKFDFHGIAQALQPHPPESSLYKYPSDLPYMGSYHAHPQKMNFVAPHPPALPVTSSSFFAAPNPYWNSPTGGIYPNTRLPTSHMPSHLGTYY
#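 His-tagged ERG Ets domain (1 uM in the protein solution; 300mM KCl, 50mM Tris-HCl, 1mM EDTA, 1mM DTT, pH 7.5) received compound, then a probe mix of 5 nM fluorescein-DNA and 100nM Texas-615-DNA. Fluorescence polarization was read for both dyes.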
# BLM inh = Bloom syndrome helicase (human) inhibition; recombinant BLM DNA unwinding, fluorescence dequenching; Potency, µM (titrated, usually from 56.1 µM), without a hit: at the top dose activity change, negative = inhibition, hits mostly inhibitors; hit rate 0.2% among 350,000;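 also: potency is read from the fitted curve at half-maximal effect; plate controls were vehicle for no effect and no enzyme for full effect; nearly all actives have a fitted effect of over 35% in size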
# * marks the source's active call; other numbers are inactive results; i = inactive; ? = inconclusive; . = not tested or not shown; & = joins results of further samples; ! = repeats disagree; [ ] = remark or other dose. Unless noted, calls follow the shape of the dose curve; as a rule, active = well fitted curve in the direction sought with a large enough effect; inconclusive = small, poorly fitted or top-dose-only effect, or another doubt; inactive = no such curve, though single readings can be large; an effect the other way counts as inactive or inconclusive.
Structure	Anesthetic bind	TRHR ag	APE1 inh	POLB inh	ALOX12 inh	Pol kappa inh	Pol iota inh	ERG Ets-DNA blk	BLM inh
CC1(C)C2CCC1(CS(=O)(=O)Nc1ccc(S(=O)(=O)NC3CCCCC3)cc1)C(=O)C2 (centres undefined)	-23%	0.5	0%	16%	4%	0%	14%	.	-3%
COc1ccc(OC)c(CNC(=O)CCC(=O)N2Cc3ccccc3Oc3ncccc32)c1	-7%&-9%	-0.5&-1.7	5%	-1%&-3%	-6%&-8%	0%&1%	38%&25%[activator]	4%&-13%	0%&10%
O=C(Nc1ccc2c(c1)Cc1ccccc1-2)c1ccncc1	3%	0.5	16%	39%	-16%	-4%	126%[activator]	?	-3%
O=C(Oc1ccc([N+](=O)[O-])cc1)c1cccnc1	-10%	0.2	8%	33%	-13%	-4%	17%	3%	4%
Cc1ccc(Cc2c(C)nc3nc(SCC(=O)NCCN4CCOCC4)nn3c2C)cc1	-19%	-0.6	-1%	-2%	2%	-13%	6%	-6%	-1%
Cc1cc(C)cc(-n2nnnc2SCC(=O)Nc2nc(-c3ccc(Cl)cc3)cs2)c1	-5%	0.0	14%	24%	20%	-18%	4%	.	-3%
CCC(=O)Nc1nnc(SCC(=O)N2c3ccccc3CC2C)s1 (centres undefined)	-1%	0.2	-10%	17%	-15%	-5%	11%	-3%	-1%
O=C(NC(=S)Nc1ccc(N2CCOCC2)c(Cl)c1)C(c1ccccc1)c1ccccc1	2%	0.4	-4%	5%	?	-12%	-21%	0%	-9%
Cc1cnc(C(=O)OCC(=O)N2CCN(S(=O)(=O)c3ccc(Cl)cc3)CC2)cn1	.	-0.2	13%	.	-4%	0%	3%	5%	.
CCCC1S/C(=N/N=C/c2ccc(OC)cc2)N(Cc2ccc(OC)cc2)C1=O (centres undefined)	-13%	1.8	3%	-9%	-38%	-8%	14%	0%	-6%
O=C(Nc1nnc(C2CC2)s1)c1ccncc1	-16%	-0.1	18%	36%[activator]	70%[activator]	3%	-7%	10%	-5%
O=[N+]([O-])c1ccc(OCc2cccc(COc3ccc([N+](=O)[O-])cc3)n2)cc1	-4%	0.6	-1%	37%	-27%	2%	19%	-4%	-9%
COc1ccc(C2=NOC(CNC(=O)c3ccccc3Br)C2)c(OC)c1 (centres undefined)	4%	0.2	-6%	5%	.	-3%	12%	6%	-2%
O=C1NC(=Nc2ccccc2Cl)S/C1=C\c1cc([N+](=O)[O-])ccc1O	?	8.2	-11%	?	32µM*	?	35µM*	25%	-12%
CCn1c(NC(=O)c2ccccc2F)c(-c2cccs2)c(=O)c2ccccc21	-9%	-1.0	8%	19%	116%[activator]	0%	19%	-2%	-6%
Cc1noc(C)c1CSc1nnc2sc3ccccc3n12	-17%	0.5	5%	1%	0%	5%	-9%	-1%	0%
S=C(NCc1ccccc1)Nc1ccc(Cl)cc1	-11%	1.0	-2%	-1%	?	-6%	31%[activator]	-3%	-6%
Cc1nn2cc(-c3ccc(-c4ccccc4)cc3)nc2s1	-10%	0.0	1%	16%	-9%	-11%	7%	-1%	-1%
CCOc1cccc(NC(=O)CSc2nc(C)c3c(c2C#N)CCCC3)c1	-5%	1.1	-9%	15%	0%	-19%	12%	-2%	0%
CCOC(=O)C1CCCN(C2CC(=O)N(c3cccc(C)c3)C2=O)C1 (centres undefined)	-21%	0.1	-3%	0%	-8%	-5%	8%	-5%	-3%
COC(=O)c1ccc(NC(=O)CSc2nc3[nH]ncc3c(=O)[nH]2)cc1	.	-0.1	34%	.	-11%	8%	-22%	2%	.
COc1cccc(NC(=O)CCNC(=O)Cn2cnc3ccccc3c2=O)c1	-8%	2.3	.	2%	-9%	-5%	-5%	10%	2%
O=C1CCCc2ccccc2N1Cc1c(Cl)cccc1Cl	-7%	0.1	-2%	?	7%	-20%	2%	2%	-12%
CNc1c([N+](=O)[O-])cnn1-c1ccc(C)cc1	-16%	-0.3	0%	22%	0%	11%	20%	-2%	-3%
CC1=NN(Cc2ccccc2)C(=O)/C1=C\c1ccc(N(C)C)cc1	-5%	-0.8	-7%	-8%	0%	-10%	-9%	4%	-2%
CCOc1ccccc1Nc1nnc(Cc2ccccc2Cl)c(=O)[nH]1	?	-1.7	-3%	18%	9%	-13%	-9%	-12%	-4%
Cc1cccc(NC(=O)CCN2CCC(C(N)=O)CC2)c1	-3%	0.8	-5%	15%	-1%	3%	15%	6%	-2%
Cc1ccc(NC(=O)COC(=O)CCc2ccccc2)cc1S(=O)(=O)N1CCOCC1	.	.	14%	.	9%	-1%	-12%	?	.
Nc1ccc2nc(SCc3cccc(F)c3)sc2c1	?	0.1	7%	-2%	-7%	-8%	-22%	-6%	-5%
O=C1C=C(c2ccccc2)C[C@H](c2cccs2)[C@H]1n1nnc([N+](=O)[O-])n1	4%	-1.3	20%	-20%	50µM*	-15%	-13%	3%	-4%

# Continuation.
Structure	Anesthetic bind	TRHR ag	APE1 inh	POLB inh	ALOX12 inh	Pol kappa inh	Pol iota inh	ERG Ets-DNA blk	BLM inh
Cc1cc[n+](CC(=O)c2ccc(NC(=O)c3ccccc3)cc2)c2ccccc12	-13%	0.4	2%	22%	381%[activator]	-29%	35%[activator]	27%	-3%
CC1CCc2nc(NC(=O)CSc3nc4ccccc4o3)sc2C1 (centres undefined)	-1%	0.3	0%	6%	3%	-7%	-5%	1%	-2%
CCC(=O)Nc1ccc(C(=O)CSc2nnc(-c3ccc(O)cc3)n2CC2CCCO2)cc1OC (centres undefined)	-14%	-0.4	3%	19%	12%	-11%	16%	-3%	-2%
COc1cccc(/C=N/NC(=O)c2oc3nc(-c4ccccc4)cc(-c4ccco4)c3c2N)c1	1%	1.1	-6%	2%	-4%	-5%	43%[activator]	-2%	-2%
COc1ccc(CCNC(=O)c2cc(S(=O)(=O)N3CCCCCC3)ccc2OC)cc1OC	.	-0.2	30%	.	-26%	-1%	47%[activator]	-19%	.
Cc1c(Cl)cccc1NC(=S)N1CCN(C(=O)C2CCCO2)CC1 (centres undefined)	1%	0.2	19%	-6%[57.1 µM]	12%	-15%	9%	0%	1%
CC(C)CN1C(=O)c2ccccc2C1(O)Cc1ccccc1 (centres undefined)	7%	-0.6	3%	6%	26%[57.4 µM]	-11%	15%	-1%	-9%
O=C(NC1CCCC1)C(c1ccncc1)N(C(=O)c1csnn1)c1ccc(Cl)cc1 (centres undefined)	2%	0.7	-1%	36%	-24%	-4%	179%[activator]	16%	-1%
O=C(Nc1ccnn1C1CCN(Cc2cc3ccccc3[nH]2)CC1)C1CCOC1 (centres undefined)	-9%	18	-8%	11%	0%	.	.	.	1%
CCOC(=O)N1CCN(C(=O)c2ccc3[nH]c(C)c(C)c3c2)CC1	.	.	-6%	.	-9%	1%	-8%	-15%	.
CCCS(=O)(=O)NCCc1cc2cc(C)c(C)cc2[nH]c1=O	5%	0.5	7%	11%	?	-6%	-1%	-3%	3%
O=C(CSc1nc2c([nH]c3ccccc32)c(=O)n1-c1ccc(Cl)cc1)NCC1CCCO1 (centres undefined)	-11%	-1.0	.	4%	-10%	-5%[60.1 µM]	12%	7%	-3%
O=C(NCC(c1ccco1)N1CCCC1)c1cc2cc(Cl)ccc2o1 (centres undefined)	.	-0.2	8%	.	149%[activator]	-15%	2%	3%	.
Cc1ccc(S(=O)(=O)N(C)c2ccccc2C(=O)Nc2c(F)cccc2F)cc1	-19%	-0.2	-7%	81%	24%	-11%	155%[activator]	-4%	-2%
NC(=NC1CCCCC1)c1ccc([N+](=O)[O-])cc1	-6%	-0.5	?	-16%	0%	0%	-9%	13%	-3%
Cc1ccc2c(=O)cc(C(=O)Nc3sc4c(c3C(=O)NCc3cccnc3)CCCC4)oc2c1	2%	0.0	.	0%	-10%	0%	-14%	6%	-10%
Cc1c(Cl)cccc1NC(=O)c1oc2ccc(S(=O)(=O)N3CCCCCC3)cc2c1C	-1%	-0.1	.	28%	-24%	-3%[60.1 µM]	1%	3%	-2%
Cc1cccc(N2CCN(Cc3cc(=O)n4ccsc4n3)CC2)c1C	-13%	-0.1	-2%	7%	i	-1%	13%	4%	-4%
Cc1ccc(-n2nc3c(=O)n(C(C)C(=O)NCc4ccccc4Cl)nc(C)c3c2C)cc1 (centres undefined)	?	-1.2	25%	6%	7%	6%	-5%	13%	1%
O=C(Nc1ccccc1C(=O)N/N=C/c1ccco1)c1ccc(Cl)cc1	4%	-0.3	5%	-3%	9%	-22%	-25%	6%	3%
S=C(NCCCN1CCN(CCCNC(=S)NC2CCCCC2)CC1)NC1CCCCC1	.	.	.	.	?	-10%	-8%	-8%	.
COc1ccc(NC(=O)CSc2nc(-c3ccc(F)cc3)c3cccc(C)c3n2)cc1	3%	0.9	.	24%	1%	-17%	-9%	0%	-3%
NCCc1ccc(O)c(O)c1	1%&2%	-0.8	0.56µM*	7%[57.1 µM]	2.8µM*!	?	?	-3%	-10%&-12%&-3%&-6%
C/C(CC(=O)Nc1ccc2c(c1)OCCO2)=N\NC(=O)c1ccccn1	-17%	0.0	-5%	51%	0%	0%	35%	-11%	-4%

# Random excerpt: 2 compounds from above.
Structure	Anesthetic bind	TRHR ag	APE1 inh	POLB inh	ALOX12 inh	Pol kappa inh	Pol iota inh	ERG Ets-DNA blk	BLM inh
C/C(CC(=O)Nc1ccc2c(c1)OCCO2)=N\NC(=O)c1ccccn1	-17%	0.0	-5%	51%	0%	0%	35%	-11%	-4%
Cc1ccc2c(=O)cc(C(=O)Nc3sc4c(c3C(=O)NCc3cccnc3)CCCC4)oc2c1	2%	0.0	.	0%	-10%	0%	-14%	6%	-10%

# Some of the compounds tested, so the mix of outcomes need not match the whole.
